From PubChem BioAssay
yeast cln2 rad14: NCI yeast anticancer drug screen, S. cerevisiae cln2 rad14 strain; growth inhibition, % at 50 µM; 78,000 tested, 8.3% active; AID 165;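 further: 0% = growth of vehicle-only cultures of the same strain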
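cln2 rad14 yeast strain; compound exposure; growth inhibition read vs vehicle controls.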
bub3: NCI yeast anticancer drug screen, S. cerevisiae bub3 mutant strain; % growth inhibition at 50 µM; 78,000 tested, 9.9% active;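 further: 0% = growth of vehicle-only cultures of the same strain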
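Compounds were applied to a genetically altered yeast strain carrying a cell-cycle control defect. Growth inhibition was scored against vehicle-treated controls.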
mlh1 rad18: NCI yeast anticancer drug screen, S. cerevisiae mlh1 rad18 strain; AID 175; 79,000 tested, 11% active; growth inhibition, % at 50 µM;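 further: 0% = growth of vehicle-only cultures of the same strain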
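Inhibition values reflect reduced growth of mutant yeast versus vehicle-treated controls following compound exposure; the mutations affect DNA damage repair.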
rad50: NCI yeast anticancer drug screen, S. cerevisiae rad50 strain | growth inhibition, % at 50 µM | 79,000 tested, 10% active | AID 155;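 further: 0% = growth of vehicle-only cultures of the same strain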
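Inhibition values express reduced yeast growth in compound-treated cultures relative to vehicle-treated controls.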
sgs1 mgt1: NCI yeast anticancer drug screen, S. cerevisiae sgs1 mgt1 strain; % growth inhibition at 50 µM; 78,000 tested, 10% active; AID 161;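 further: 0% = growth of vehicle-only cultures of the same strain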
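Genetically altered yeast, compound exposure, growth inhibition relative to vehicle.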
mec2-1: NCI yeast anticancer drug screen, S. cerevisiae mec2-1 strain; AID 157; % growth inhibition at 50 µM; 79,000 tested, 9% active;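 further: 0% = growth of vehicle-only cultures of the same strain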
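Readout is yeast growth inhibition, normalised to vehicle-treated controls, in the mec2-1 strain exposed to compound.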
Active calls of the source: *; & = joins results of further samples; ! = not confirmed by another sample. No stated cut-off is given here; in the data, active means growth inhibition above about 70%; inactive means the rest.

SMILES | yeast cln2 rad14 | bub3 | mlh1 rad18 | rad50 | sgs1 mgt1 | mec2-1
O=C1OCC/C1=C\c1ccc2c(c1)OCO2 | -2.9 | -10.2 | -2.4 | 40.4 | 20.0 | -26.5
CCCCCCCCCc1ccc(COCCCC)cc1 | 50.1 | 49.5 | 48.8 | 21.9 | 56.1 | 55.1
OCCN(CCO)c1ncnc2c1ncn2CCc1ccccc1 | -16.0 | 4.1 | -2.2 | 13.6 | 16.2 | -0.2
O=c1cc(CBr)c2ccccc2[nH]1 | 13.7 | 12.8 | 24.1 | 2.7 | 28.2 | 28.1
CCN(CC)CCOC(=O)c1cc(C(C)=O)nc2ccccc12 | 5.7 | 6.1 | -5.0 | -9.6 | 0.5 | 29.4
Cc1ccc(N2C(=O)C(C)SC2=S)cc1Cl (stereo not given) | 13.7 | 48.0 | 93.5* | 86.2* | 94.7* | 51.9
O=C1C(Cl)C(c2cccc(O)c2)N1n1cnc2ccccc2c1=O (stereo not given) | -8.0 | -19.4 | -0.9 | -25.1 | -7.5 | -4.2
COC(=O)CC1SC(=S)N(Cc2ccc(Cl)cc2)C1=O (stereo not given) | 55.6 | 87.5* | 98.0* | 98.1* | 98.5* | 92.5*
OC(c1ccncc1)(c1ccc(Cl)cc1)c1cccs1 (stereo not given) | -5.2 | 21.4 | 7.7 | 6.3 | 7.0 | 11.2
C/C(O)=C/c1nc2sc(C)c(C)c2c(=O)s1 | 5.5 | 15.2 | -16.5 | 14.4 | 9.8 | 9.3
Cc1c(Cl)ccc2c1NC(=O)C2(O)C1Cc2ccccc2C1=O (stereo not given) | 34.0 | 15.1 | 28.0 | 44.5 | 37.5 | 21.1
O=C(CC(C(=O)c1ccsc1)c1ccsc1)c1ccsc1 (stereo not given) | 20.7 | 32.1 | -0.2 | -7.3 | 13.4 | -28.6
CCCCCCCCCCCCNC(=S)N/N=C/c1ccc(OC)cc1 | 13.3 | -8.4 | -28.2 | -19.1 | -16.8 | -10.5
Cc1ccc(-c2cc(-c3ccco3)c(C#N)c(=O)[nH]2)cc1 | 16.4 | -10.0 | 6.8 | 13.5 | -13.5 | -8.6
S=c1sc2c(s1)SCc1cccc(n1)CSc1sc(=S)sc1SCc1cccc(n1)CS2 | 5.3 | -1.2 | 10.5 | -8.1 | 17.9 | -3.5
C=CCSC(C)=O | 7.6 | -7.8 | -6.8 | -3.4 | 13.9 | -0.1
N#C/C(=C\N1CCNC1=S)C(=O)c1ccc2ccccc2c1 | 0.6 | 14.7 | 11.6 | 23.1 | -1.7 | 1.8
COc1ccc(C(=O)/C=C/c2ccc(OCC(=N)N)cc2)cc1 | -27.4 | -15.8 | -23.6 | -31.1 | -18.8 | -38.6
COc1ccc2c(c1OC)C1N(C)CCc3cc4c(cc3C1(OC)C2=O)OCO4 (stereo not given) | -5.7 | -27.1 | -12.4 | -6.7 | -11.1 | -43.8
O=[N+]([O-])c1ccc(C(c2c[nH]c3ccccc23)c2c[nH]c3ccccc23)cc1 | 88.1* | 94.3* | 93.0* | 93.2* | 92.9* | 93.8*
CC1(C)CC(=O)C2=C(C1)OC1=C(C(=O)CC(C)(C)C1)C2CC(c1ccccc1)c1ccc(O)c(O)c1O (stereo not given) | 28.2 | 36.0 | 56.0 | 72.2* | 48.3 | 22.8
CCC(CC)CC1CCCCC1=O (stereo not given) | 3.8 | -20.6 | -7.7 | 1.3 | -6.2 | -5.2
CCOC(=O)C(NCc1cccc(C(F)(F)F)c1)(NC(=O)c1ccccc1)C(F)(F)F (stereo not given) | 17.9 | 8.4 | 25.0 | 12.2 | -1.9 | -0.9
CN(C)C(=O)Nc1cc2c3c(c1)CCCN3CCC2 | -6.2 | 3.5 | 7.8 | -12.7 | -5.9 | -27.5
CN1c2ccccc2N(C)C2C1N(C)c1ccccc1N2C (stereo not given) | -1.8 | -19.9 | -36.1 | -38.9 | -12.4 | -28.4

Reformatted: entries from further up
CC1(C)CC(=O)C2=C(C1)OC1=C(C(=O)CC(C)(C)C1)C2CC(c1ccccc1)c1ccc(O)c(O)c1O (stereo not given)
  yeast cln2 rad14: 28.2 | bub3: 36.0 | mlh1 rad18: 56.0 | rad50: 72.2* | sgs1 mgt1: 48.3 | mec2-1: 22.8

CCC(CC)CC1CCCCC1=O (stereo not given)
  yeast cln2 rad14: 3.8 | bub3: -20.6 | mlh1 rad18: -7.7 | rad50: 1.3 | sgs1 mgt1: -6.2 | mec2-1: -5.2

CCOC(=O)C(NCc1cccc(C(F)(F)F)c1)(NC(=O)c1ccccc1)C(F)(F)F (stereo not given)
  yeast cln2 rad14: 17.9 | bub3: 8.4 | mlh1 rad18: 25.0 | rad50: 12.2 | sgs1 mgt1: -1.9 | mec2-1: -0.9

CN(C)C(=O)Nc1cc2c3c(c1)CCCN3CCC2
  yeast cln2 rad14: -6.2 | bub3: 3.5 | mlh1 rad18: 7.8 | rad50: -12.7 | sgs1 mgt1: -5.9 | mec2-1: -27.5

By substructure, the compounds so far with two or more sulfur atoms (5)
SMILES | yeast cln2 rad14 | bub3 | mlh1 rad18 | rad50 | sgs1 mgt1 | mec2-1
Cc1ccc(N2C(=O)C(C)SC2=S)cc1Cl (stereo not given) | 13.7 | 48.0 | 93.5* | 86.2* | 94.7* | 51.9
COC(=O)CC1SC(=S)N(Cc2ccc(Cl)cc2)C1=O (stereo not given) | 55.6 | 87.5* | 98.0* | 98.1* | 98.5* | 92.5*
C/C(O)=C/c1nc2sc(C)c(C)c2c(=O)s1 | 5.5 | 15.2 | -16.5 | 14.4 | 9.8 | 9.3
O=C(CC(C(=O)c1ccsc1)c1ccsc1)c1ccsc1 (stereo not given) | 20.7 | 32.1 | -0.2 | -7.3 | 13.4 | -28.6
S=c1sc2c(s1)SCc1cccc(n1)CSc1sc(=S)sc1SCc1cccc(n1)CS2 | 5.3 | -1.2 | 10.5 | -8.1 | 17.9 | -3.5

The listing continues.
SMILES | yeast cln2 rad14 | bub3 | mlh1 rad18 | rad50 | sgs1 mgt1 | mec2-1
O=C1NC(N(Cc2ccccc2)Cc2ccccc2)=NC1(c1ccccc1)c1ccccc1 | 7.5 | 5.9 | 20.6 | 16.2 | 23.2 | 2.9
O=C(O)c1ccccc1NC(=S)c1ccccc1 | 1.0 | 17.4 | 1.6 | 4.2 | -0.6 | 11.6
CCCCO[Si](OCCCC)(OCCCC)OCCCC | -3.9 | -45.5 | -22.6 | -9.8 | 3.8 | -52.5
CNCc1ccccc1 | -23.0 | -19.8 | -3.4 | -1.2 | -21.0 | -2.8
N#CC12CC3=C(N=C1NC1=C(CCc4ccccc41)C2)c1ccccc1CC3 (stereo not given) | 17.9 | 51.1 | 24.6 | 57.8 | 48.5 | 42.8
Cc1ccc(N=c2cc(-c3ccccc3)oc3ccccc23)c(C)c1 | 8.1 | 5.6 | 18.6 | 3.0 | 11.0 | -12.4
O=C1O/C(=C2\OC(=O)c3ccccc32)c2ccccc21 | 47.8 | 5.2 | -18.1 | -13.4 | -28.3 | 7.5
Nc1[nH]n(-c2ccccc2)c(=O)c1/C=N/C(=S)NC1CCCCC1 | -63.2 | -47.8 | -67.9 | -79.0 | -61.0 | -43.7
O=[N+]([O-])c1cccc2nc3ccccc3c(NCCO)c12 | 92.0* | 87.2* | 86.6* | 86.8* | 91.5* | 92.0*
COc1cc2c(cc1OC)C1C(O)C(OC)C(O)C3=CCN(C2)C31 (stereo not given) | 4.6 | -23.7 | -14.7 | 21.9 | -22.4 | -48.8
c1csc(-c2nccc3c2[nH]c2ccccc23)c1 | 91.0* | 91.3* | 86.7* | 88.0* | 90.2* | 92.8*
CCCCN(CCCC)CCCO | -27.7 | -2.7 | -21.1 | -14.4 | -11.3 | -24.5
Cc1cc(Cl)cc(Cc2cc(Cl)cc(C)c2O)c1O | 29.0 | 22.1 | 20.6 | 50.1 | 55.0 | 24.1
CN1C(c2ccccc2)CC(=NO)CC1c1ccccc1 (stereo not given) | 32.3&5.8 | 62.0&-7.2 | 85.2*! | 93.9*! | 82.2*! | 27.3&6.3
C=C(S(=O)(=O)CC)S(=O)(=O)CC | -53.0 | -6.5 | 4.4 | 28.9 | -3.8 | -7.8
O=c1c2ccccc2nc(-c2cccc([N+](=O)[O-])c2)n1O | 87.2* | 84.8* | 98.1* | 97.8* | 98.0* | 97.7*
N#Cc1c(N)sc(N)c1C#N | 6.0 | 4.4 | 18.7 | 8.0 | 28.0 | 22.4
CNC(=S)NNc1nnc(NNC(=S)NC)c2ccccc12 | -6.6 | 7.0 | 12.8 | 17.4 | 6.4 | 7.0
[O-]/[N+](O)=C\c1ccccn1 | -57.6 | -8.4 | 37.1 | 5.8 | -0.8 | 6.5
c1ccc(-c2cc(-c3ccccc3)c(-c3ccccc3)c(-c3ccccc3)c2)cc1 | 12.4 | -4.1 | 13.0 | 32.1 | 19.4 | 10.1
ClC1CCC[N-]C1.ClC1CCC[N-]C1.[Cl][Pt+2][Cl] (stereo not given) | -28.6 | -3.6 | -3.5 | -7.1 | -9.7 | 5.0
Clc1ccc(C(Nc2nncs2)Nc2nncs2)cc1Cl | -31.6 | -11.2 | -7.4 | -4.0 | 1.4 | -15.1
O=C1NC(c2ccccc2)C1N(Cc1ccccc1)Cc1ccccc1 (stereo not given) | 11.4 | 12.8 | 9.8 | 21.3 | 22.2 | 0.6
CC(C)COC(=O)c1ccc(C(C)C)cc1 | -9.8 | 5.1 | 4.5 | 9.3 | 4.6 | 8.8
O=[N+]([O-])c1cc(F)cc(I)c1 | 15.8 | 4.2 | -5.0 | -3.1 | 2.1 | -38.6
The results go on:
SMILES | yeast cln2 rad14 | bub3 | mlh1 rad18 | rad50 | sgs1 mgt1 | mec2-1
Oc1cccc2c(NC(=S)Nc3ccccc3)cccc12 | 15.5 | 39.5 | 32.9 | 37.2 | 18.2 | 22.8
O=C(CCCO)c1nc2ccccc2s1 | -8.6 | 11.8 | 4.7 | -2.5 | 2.8 | 12.9
CC1CN(c2ccccc2)NC1=O (stereo not given) | 27.1 | -19.6 | -7.5 | 0.4 | 0.1 | -32.7
O=C(Nc1ccc(Br)cc1)c1cc(Cl)cc(Cl)c1Br | -11.6 | 2.9 | 27.7 | -23.4 | -16.8 | 17.9
CC(=O)Oc1c(C2CCCCC2)cc([N+](=O)[O-])cc1[N+](=O)[O-] | 98.0* | 99.5* | 99.6* | 99.5* | 99.5* | 99.7*
CCOC(=O)C1=C(C)N(NC(=O)c2ccccc2)C2(O)CCCC12C(=O)OCC (stereo not given) | -15.3 | -1.6 | -25.6 | -28.6 | -20.6 | -3.6
N#C/C(=C\c1ccc2[nH]ccc2c1)C(=O)NCCCCNC(=O)/C(C#N)=C/c1ccc2[nH]ccc2c1 | -21.4 | 9.7 | 5.7 | 5.3 | 10.4 | 23.2
Cc1noc(/N=C2\C=C(Nc3onc(C)c3C)C(=O)c3ccccc32)c1C | 17.6 | -26.8 | -34.9 | -16.1 | -33.5 | -11.9
COc1ccc(C2OC2C(=O)c2ccccc2)cc1 (stereo not given) | -14.2 | 12.3 | -1.2 | 6.8 | 19.4 | 0.7
O=C(O)Cc1ccsc1 | 13.2 | 14.0 | 5.0 | 7.8 | 4.2 | -0.1
CCC(O)C(CC)[N+](=O)[O-] (stereo not given) | 4.0 | -2.8 | 5.5 | -4.5 | -2.8 | -17.4
COc1ccc(N2C(=O)C3CSCN3C2=O)cc1 (stereo not given) | -5.8 | 13.0 | 25.4 | 9.7 | 18.3 | 17.0
CCN(CC)Cc1cc(N=Nc2ccc3c(c2)c2ccccc2n3CC)c2ccccc2c1O | 12.6 | -5.5 | 2.2 | 20.0 | 11.2 | 10.9
Cc1ccc2c(c1)NC(c1ccc(C(=O)O)cc1)c1cccn1-2 (stereo not given) | 7.7 | 19.3 | 23.2 | 29.7 | 0.5 | 8.9
O=C1CCC(NCCc2ccccc2)C(=O)O1 (stereo not given) | -7.1 | 10.8 | -4.0 | 11.1 | 8.5 | 1.1
CC(C)SC1SCC2C(=O)N(C)C3(CC3C)C(=O)OCC(NC(=O)c3nc4ccccc4cc3O)C(=O)NC(C)C(=O)N(C)C1C(=O)N(C)C1(CC1C)C(=O)OCC(NC(=O)c1nc3ccccc3cc1O)C(=O)NC(C)C(=O)N2C (stereo not given) | 73.8* | 78.8* | 81.2* | 70.4* | 78.0* | 68.0
CCSc1nc2nccnc2c(=O)[nH]1 | 15.7 | 3.5 | -4.4 | 21.4 | -4.5 | 6.9
COc1ccc(C2CC(=O)c3c(O)cc(OC4OC(CO)C(O)C(O)C4OC4OC(C)C(O)C(O)C4O)cc3O2)cc1O (stereo not given) | -1.1 | 17.5 | 22.4 | -0.7 | 1.9 | -4.5
CCOc1ccccc1-c1nc2c(s1)C(=O)c1ccccc1C2=O | 89.9* | 92.3* | 91.8* | 90.0* | 92.0* | 91.4*
NCCNCCCNCCN | -2.5 | 27.4 | 6.5 | 7.8 | 8.0 | -2.4
N#C/C(=C\c1c2ccccc2c(Cl)c2ccccc12)C(N)=S | 7.5 | 15.4 | 24.4 | 34.2 | 45.1 | 24.9
c1cc(SSc2ccncc2)ccn1 | 42.0 | 92.6* | 82.1* | 51.1 | 56.8 | 85.5*
CC1NC(=O)NC(=O)C1CCSCCC1C(=O)NC(=O)NC1C (stereo not given) | -0.2 | 7.5 | -0.3 | 10.4 | -3.1 | 3.1
